Rat MKP-3 inhibitors = MKP-3 phosphatase inhibitors, primary screen, biochemical, rat enzyme, in vitro (AID 425); Dual specificity protein phosphatase 6 (Rattus norvegicus); hit rate 0.17% among 110,000; one-dose inhibition, % at 20 µM; IC50 in µM for titrated hits; recombinant MKP-3 phosphatase activity, fluorescence; higher % means a stronger effect; in the data active means inhibition above about 50%;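 further: plate controls were vehicle for no effect and reference inhibitor for full effect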
Hsp70 displacement = Hsp70 inhibitors, probe displacement, primary screen, biochemical, fluorescence polarization (AID 583) | Hsp70 fluorescence polarization probe displacement, mP; higher % means a stronger effect | hit rate 0.06% among 140,000 | one-dose displacement, % at 20 µM; IC50 in µM for titrated hits; in the data active means displacement above about 50%;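 further: plate controls were vehicle for no effect and reference ligand for full effect; a part of the inactive calls stands beside numbers as strong as those of hits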
* hit, by the source's call. This is a subset, so the mix of outcomes need not match the whole.

`Cc1c(CCC(=O)O)c(=O)oc2c(C)c(OCc3cc4c(cc3Cl)OCO4)ccc12` gave Rat MKP-3 inhibitors 79µM*.
O=C(CN(C1CCCCC1)S(=O)(=O)c1ccc(Cl)cc1)NCc1cccnc1 was read as Rat MKP-3 inhibitors -4% and Hsp70 displacement -3.3%.
Screening Cc1occc1C(=O)Nc1ccc(S(=O)(=O)N2CCN(C)CC2)cc1 returned Rat MKP-3 inhibitors 0% and Hsp70 displacement 0.7%.
O=C(CSc1ccccn1)Nc1cccc(NC(=O)CSc2ccccn2)n1 was read as Hsp70 displacement 3.1%.
CC(=O)C1=C(O)C(=O)N(CCN(C)C)C1c1ccc(O)cc1 (centres undefined) was read as Rat MKP-3 inhibitors 1% and Hsp70 displacement 2.7%.
`CC(C)CC1(C)NC(=O)NC1=O` (centres undefined) gave Rat MKP-3 inhibitors 2% and Hsp70 displacement 1.5%.
CCCNC(=O)CN(c1ccccc1)S(=O)(=O)c1ccc(OC)c(OC)c1 was read as Hsp70 displacement 2.4%.
Nc1nc(-c2ccc(C3CCCCC3)cc2)cs1 was read as Rat MKP-3 inhibitors -1% and Hsp70 displacement 2.1%.
Screening CCCCCCC1CC(C)(/C(C)=N/NC(N)=O)OC1=O (centres undefined) returned Hsp70 displacement -6.6%.
Screening CCOC(=O)/C(=N/O)C1=NC(C)(C)Cc2cc(C)c(C)cc21 returned Rat MKP-3 inhibitors -2% and Hsp70 displacement -4.5%.
For O=C(NC(=S)Nc1sc2c(c1C(=O)O)CCC2)c1ccccc1 the results were Rat MKP-3 inhibitors 5% and Hsp70 displacement -3.4%.
Screening CC(=O)c1c(C)nn(C(C)CC(=O)O)c1C (centres undefined) returned Rat MKP-3 inhibitors -11% and Hsp70 displacement 2.0%.
For Cc1ccc(C2CC(=O)c3cnc(N4CC(C)CC(C)C4)nc3C2)cc1 (centres undefined) the results were Rat MKP-3 inhibitors -13% and Hsp70 displacement 8.5%.
Screening CCC(C(=O)O/N=C(\N)c1cccc(C)c1)c1ccccc1 (centres undefined) returned Hsp70 displacement 1.9%.
COc1cccc(C(C(=O)NC(C)(C)C)N(C(=O)CCC(=O)Nc2cc(C)on2)C(C)C)c1OC (centres undefined) was read as Rat MKP-3 inhibitors -7% and Hsp70 displacement 2.8%.
Screening O=C(CN1C(=O)/C(=C/c2ccccc2Cl)SC1=S)Nc1nccs1 returned Rat MKP-3 inhibitors 4% and Hsp70 displacement -3.3%.
Cc1ccc(S(=O)(=O)Nc2ccccc2F)cc1C(=O)NCCCN1CCCC1=O was read as Rat MKP-3 inhibitors -2% and Hsp70 displacement 0.5%.
`C(/C=C/c1ccccc1)=NN1CCN(Cc2ccccc2)CC1` gave Rat MKP-3 inhibitors 5% and Hsp70 displacement -2.8%.
For Cc1cc(C)c2nc(N3CCCN(C(=O)c4ccco4)CC3)c(C#N)cc2c1 the results were Rat MKP-3 inhibitors 2% and Hsp70 displacement 4.7%.
For COc1ccc(Cl)cc1C(=O)Nn1c(C)nc2ccccc2c1=O the results were Rat MKP-3 inhibitors 2% and Hsp70 displacement -3.6%.
Screening O=C(NNC(=O)c1ccc([N+](=O)[O-])o1)c1ccccc1 returned Hsp70 displacement 5.6%.
Screening Cc1cc(N/C=C\C(=O)c2ccc(Cl)c(Cl)c2)no1 returned Hsp70 displacement 0.1%.
Screening Cc1onc(-c2ccccc2Cl)c1C(=O)NCCCN1CCOCC1 returned Rat MKP-3 inhibitors -6% and Hsp70 displacement 5.5%.
`CCOC(=O)c1csc(Nc2nc3ccc(F)cc3s2)n1` gave Rat MKP-3 inhibitors 2% and Hsp70 displacement -0.2%.
O=C1NCN(c2ccccc2)C12CCN(c1nnnn1-c1ccccc1)CC2 was read as Rat MKP-3 inhibitors 8% and Hsp70 displacement 3.7%.
COCCNC(=O)c1ccc(CS(=O)(=O)c2ccc(OC)cc2)o1 was read as Rat MKP-3 inhibitors -9% and Hsp70 displacement -0.8%.
COc1ccc(NC(=O)COc2ccccc2C(C)C)c(OC)c1 was read as Rat MKP-3 inhibitors 4% and Hsp70 displacement 2.3%.
For O=C1C2C3C=CC(C2C(=O)N1Cc1ccc(F)cc1)C1C(=O)N(Cc2ccc(F)cc2)C(=O)C31 (centres undefined) the results were Rat MKP-3 inhibitors 3% and Hsp70 displacement 1.0%.
`Clc1ccccc1CN1CCc2sccc2C1` gave Rat MKP-3 inhibitors -3%.
Screening Cc1cc2c(cc1C)NC(c1ccc(Cl)c(F)c1)C1=C(CC(C)(C)CC1=O)N2 (centres undefined) returned Rat MKP-3 inhibitors 3% and Hsp70 displacement 0.2%.
For CCOc1ccc(C(=O)Nc2ccc(-c3cc4ccccc4oc3=O)c(C)c2)cc1Cl the results were Rat MKP-3 inhibitors -3% and Hsp70 displacement -1.1%.
`Cc1cccc(-n2c(Cc3cc(=O)[nH]c(=O)[nH]3)nnc2SC(C)C)c1` gave Rat MKP-3 inhibitors -1% and Hsp70 displacement 1.2%.
`CCOC(=O)c1c(NC(=O)/C=C/c2ccc(OC)cc2)sc(C)c1C` gave Rat MKP-3 inhibitors 0% and Hsp70 displacement 5.9%.
Screening O=C1C=C(c2cccc([N+](=O)[O-])c2)C(=O)N1c1ccc(Cl)cc1 returned Rat MKP-3 inhibitors 0% and Hsp70 displacement 4.3%.
`O=C(CN1CCC(NC(=O)c2ccco2)CC1)Nc1cccc2ccccc12` gave Hsp70 displacement 0.5%.
Screening CCCCCCCC1CC(CSc2ncn[nH]2)OC1=O (centres undefined) returned Hsp70 displacement -5.4%.

Ordered by formula weight (rising): some entries from above
Screening CC(=O)c1c(C)nn(C(C)CC(=O)O)c1C (centres undefined) returned Rat MKP-3 inhibitors -11% and Hsp70 displacement 2.0%.
Screening CCC(C(=O)O/N=C(\N)c1cccc(C)c1)c1ccccc1 (centres undefined) returned Hsp70 displacement 1.9%.
Screening CCOC(=O)/C(=N/O)C1=NC(C)(C)Cc2cc(C)c(C)cc21 returned Rat MKP-3 inhibitors -2% and Hsp70 displacement -4.5%.
`CCOC(=O)c1csc(Nc2nc3ccc(F)cc3s2)n1` gave Rat MKP-3 inhibitors 2% and Hsp70 displacement -0.2%.
For COc1ccc(Cl)cc1C(=O)Nn1c(C)nc2ccccc2c1=O the results were Rat MKP-3 inhibitors 2% and Hsp70 displacement -3.6%.
Screening O=C(CN1C(=O)/C(=C/c2ccccc2Cl)SC1=S)Nc1nccs1 returned Rat MKP-3 inhibitors 4% and Hsp70 displacement -3.3%.
For O=C1C2C3C=CC(C2C(=O)N1Cc1ccc(F)cc1)C1C(=O)N(Cc2ccc(F)cc2)C(=O)C31 (centres undefined) the results were Rat MKP-3 inhibitors 3% and Hsp70 displacement 1.0%.

Continued.
For COc1ccc(C(c2sc3nc(C)nn3c2O)N2CCC(C(N)=O)CC2)cc1OC (centres undefined) the results were Rat MKP-3 inhibitors 5% and Hsp70 displacement 0.2%.
For Cc1ccc(CC(NC(=O)c2ccccc2)C(=O)NC(C)C(=O)O)cc1 (centres undefined) the results were Hsp70 displacement 7.3%.
`CCC1CCCCN1CC(O)COCCC12CC3CC(CC(C3)C1)C2` (centres undefined) gave Rat MKP-3 inhibitors 0% and Hsp70 displacement -2.0%.
For CCOC(=O)C1Cn2c(nc3c(c2=O)C(C)(CC)Cc2ccccc2-3)S1 (centres undefined) the results were Rat MKP-3 inhibitors -10% and Hsp70 displacement -8.9%.
For COc1ccccc1C(=O)N1CCN(Cc2ccc3ccccc3c2)CC1 the results were Rat MKP-3 inhibitors 4% and Hsp70 displacement -0.6%.
For Cc1c(NC(=O)c2nn3c(c2Cl)NC(c2cccs2)CC3C(F)(F)F)c(=O)n(-c2ccccc2)n1C (centres undefined) the results were Rat MKP-3 inhibitors -1% and Hsp70 displacement 1.1%.
`Cc1ccc2nc(-c3sc4nc(C)cc(C)c4c3N)[nH]c2c1` gave Hsp70 displacement 2.7%.
For CCc1cc(C(=O)c2ccccc2OC)c(N)s1 the results were Rat MKP-3 inhibitors -4% and Hsp70 displacement 4.2%.
COc1ccc(CCNC(=O)CSc2nnc(CNc3ccc(Cl)cc3)o2)cc1OC was read as Rat MKP-3 inhibitors -6% and Hsp70 displacement -3.1%.
Screening COc1ccc(-c2nnc3c4ccccc4c(C)nn23)cc1 returned Hsp70 displacement -5.0%.
Screening Cn1nc(-c2ccccc2)c(-c2nc(-c3cccc(C(F)(F)F)c3)no2)c1Cl returned Hsp70 displacement -0.8%.
COc1cccc(N2C(=O)C(=O)/C(=C(\O)c3ccccc3)C2c2ccccc2OC)c1 (centres undefined) was read as Rat MKP-3 inhibitors -5% and Hsp70 displacement 1.4%.
O=C(O)/C=C\C(=O)Nc1ccc2c(c1)Cc1ccccc1-2 was read as Rat MKP-3 inhibitors 4% and Hsp70 displacement 29%.
For O=C1c2cc3ccccc3c(-c3ccccc3)c2C(=O)N1CCO the results were Rat MKP-3 inhibitors 0% and Hsp70 displacement -1.5%.
CC(C)CCn1c(=O)[nH]c2ccccc21 was read as Rat MKP-3 inhibitors 2% and Hsp70 displacement 0.7%.
`O=C1c2ccccc2-c2onc3ccc(Oc4ccccc4)c1c23` gave Hsp70 displacement -21%.
`CN(C)c1ccc(/C=C/C(=O)c2cccc(Br)c2)cc1` gave Rat MKP-3 inhibitors 6% and Hsp70 displacement -83%.
Screening COc1cc(/C=C(\NC(=O)c2cc(OC)c(OC)c(OC)c2)C(=O)NC(C(=O)O)c2ccccc2)cc(OC)c1OC (centres undefined) returned Rat MKP-3 inhibitors 2% and Hsp70 displacement 2.3%.
Screening O=C(Nc1cccnc1)c1c(F)c(F)c(F)c(F)c1F returned Rat MKP-3 inhibitors -2% and Hsp70 displacement 2.0%.
Screening Cc1ccc(S(=O)(=O)N2CCC(C(=O)N3CCN(Cc4ccccc4)CC3)CC2)cc1 returned Rat MKP-3 inhibitors -3% and Hsp70 displacement -2.7%.
For Cc1sc(NC(=O)c2ccco2)c(C#N)c1C the results were Rat MKP-3 inhibitors 0% and Hsp70 displacement -3.5%.
`O=c1[nH]c(CSc2nnc(COc3ccccc3)n2-c2ccccc2)nc2ccccc12` gave Rat MKP-3 inhibitors 1% and Hsp70 displacement -3.9%.
`Nc1ccc2c(c1)-c1ccccc1S(=O)(=O)N2` gave Rat MKP-3 inhibitors -1% and Hsp70 displacement 14%.
O=C(Nc1ccon1)c1ccc(Cl)s1 was read as Rat MKP-3 inhibitors -3% and Hsp70 displacement 8.7%.
For O=C(Oc1cccc(C(=S)N2CCOCC2)c1)c1ccc([N+](=O)[O-])cc1 the results were Rat MKP-3 inhibitors -1% and Hsp70 displacement -6.9%.
Cc1cccc(-n2c(SCc3cc(=O)n4ccsc4n3)nc3ccccc32)c1 was read as Rat MKP-3 inhibitors 2% and Hsp70 displacement 25%.
`COc1ccc(C(=O)Nc2cccc(-c3nnc(-c4ccco4)o3)c2)cc1` gave Hsp70 displacement -2.6%.
`NC(=O)c1ccc(N2CCCCC2)c(N2C(=O)C3CC=CCC3C2=O)c1` (centres undefined) gave Hsp70 displacement 3.2%.
For Cc1ccc([N+](=O)[O-])cc1-c1ccc(/C=C2/C(=O)NN(c3ccc(Cl)cc3)C2=O)o1 the results were Rat MKP-3 inhibitors 14% and Hsp70 displacement 6.2%.
Screening CCN(CC)CCN1C(=O)C(O)=C(C(=O)/C=C/c2ccccc2)C1c1ccc(Cl)cc1 (centres undefined) returned Rat MKP-3 inhibitors 2% and Hsp70 displacement 0.1%.
CC(C)C[C@H](NC(=O)OC(C)(C)C)C(=O)N/N=C/C1=Cc2ccccc2OC1C (some centres undefined) was read as Hsp70 displacement -2.1%.
For CS(=O)(=O)c1cccc(C(=O)NCc2ccccc2)c1 the results were Rat MKP-3 inhibitors -18% and Hsp70 displacement 6.3%.
NC(=O)c1c(NC(=O)COc2ccc(Cl)cc2Cl)sc2c1CCCCCC2 was read as Rat MKP-3 inhibitors 2% and Hsp70 displacement -3.0%.
`C=CCN1C(=O)/C(=C\C(C)=C\c2ccccc2)SC1=S` gave Rat MKP-3 inhibitors 0% and Hsp70 displacement 2.6%.
Screening COC(=O)c1cc(NC(=O)C2COc3ccccc3O2)cc(C(=O)OC)c1 (centres undefined) returned Rat MKP-3 inhibitors -8% and Hsp70 displacement 6.0%.
Screening CCOc1ccccc1C(=O)Nc1nc(-c2ccc(Cl)cc2)cs1 returned Rat MKP-3 inhibitors 0% and Hsp70 displacement -3.9%.
`O=S1(=O)CC(NCc2ccccc2)C(Nc2ccccc2)C1` (centres undefined) gave Rat MKP-3 inhibitors -16% and Hsp70 displacement 4.8%.
For CCN1C(=O)CSC1=NC1C2CC3CC(C2)CC1C3 (centres undefined) the results were Rat MKP-3 inhibitors 3%.
Screening O=C(Cc1coc(-c2ccc(F)cc2)n1)NC1CCCCC1 returned Rat MKP-3 inhibitors -2% and Hsp70 displacement 1.1%.
For CC(=O)Oc1ccc(/C=c2/sc3nc4c(C)c(C)ccc4n3c2=O)cc1 the results were Rat MKP-3 inhibitors 2% and Hsp70 displacement -1.6%.
For Cc1cc(N)n(-c2ccc3ccccc3c2)n1 the results were Hsp70 displacement -3.1%.
For CCN1CCN(C(=O)CN(Cc2ccccc2)S(C)(=O)=O)CC1 the results were Rat MKP-3 inhibitors -2% and Hsp70 displacement 3.7%.
Screening COc1ccc(N(CC(=O)NC(C)c2ccccc2)S(=O)(=O)c2ccccc2)cc1 (centres undefined) returned Rat MKP-3 inhibitors -1% and Hsp70 displacement 2.4%.
